Bioassay records (PubChem)
KDM4E inh: qHTS Assay for Inhibitors of Human Jumonji Domain Containing 2E (JMJD2E); Lysine-specific demethylase 4E (Homo sapiens), B2RXH2; JMJD2E catalytic domain, FDH-coupled NADH fluorescence (FDH is formaldehyde dehydrogenase); Potency, µM (series often up to 57.1 µM), for the others: top-dose activity change, negative = inhibition, hits mostly inhibitors; 230,000 tested, 1.6% active; AID 2147, 2009; active = well fitted inhibition curve with a large enough effect, not every such curve was filed as active; inconclusive = small, poorly fitted or top-dose-only effect, or another doubt; inactive = no such curve, though single readings can be large or run the other way;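 note: 0% = wells with enzyme and -100% = buffer wells without enzyme; nearly all actives have a fitted effect of over 50% in size; many of its hits are not listed in these tables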
RECQ1 inh: qHTS Assay for Inhibitors of RecQ-Like Dna Helicase 1 (RECQ1); ATP-dependent DNA helicase Q1 (Homo sapiens), P46063; RECQ1 DNA unwinding, red fluorescence kinetic read; Potency, µM (titrated, usually from 57.3 µM), inactives show at the top dose activity, negative = inhibition, hits mostly inhibitors; 240,000 tested, 0.54% active; AID 2549, 2010;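 note: plate controls were vehicle for no effect and no enzyme for full effect; nearly all actives have a fitted effect of over 30% in size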
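RECQ1T1 50 nM; forked duplex (20 bp + 30-nt ss tails) 200 nM, ATP 2 mM final; pH 8.0, 2 mM MgCl2, 2.5 ug/ml poly(dI-dC); 15 min compound preincubation; discontinuous kinetic read over 2 h at RT.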
RGS12 GoLoco inh: qHTS Assay for Inhibitors of RGS12 GoLoco Motif Activity (Red Fluorophore). Guanine nucleotide-binding protein G(i) subunit alpha-1 (Homo sapiens), P63096. Gai1:RGS12 GoLoco peptide FP, rhodamine, 10 min. Potency, µM (highest dose often 61.6 µM), for the others: at the highest dose activity, negative = inhibition, most hits filed as inhibitors. 230,000 tested, 0.44% active. AID 880, 2007; active = well fitted inhibition curve with a large enough effect, not every such curve was filed as active; inactive = no such curve, though single readings can be large or run the other way; note: nearly all actives have a fitted effect of over 30% in size; many of its hits are not listed in these tables
TRb-SRC2 inh: qHTS for Inhibitors of the Interaction of Thyroid Hormone Receptor and Steroid Receptor Coregulator 2; Potency, µM (series often up to 106 µM), without a hit: at the top dose activity change, negative = inhibition, actives largely listed as inhibitors; 280,000 tested, 0.065% active; TRbeta-SRC2 peptide binding, fluorescence polarization; receptor liganded with 1 µM T3;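 note: plate controls were bound peptide for no effect and peptide without receptor for full effect; nearly all actives have a fitted effect of over 50% in size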
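A fluorescence polarization screen tested compounds at multiple concentrations against complex formation between 0.6 uM TRb ligand-binding domain and 20 nM Texas Red SRC2 peptide, with 1 uM T3 present; readout after 5 hr.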
Tau fibril ThT: qHTS for Inhibitors of Tau Fibril Formation, Thioflavin T Binding; Microtubule-associated protein tau (Homo sapiens), P10636; recombinant tau K18 P301L (four-repeat tau fragment), heparin-induced fibrillization, ThT fluorescence; Potency, µM (highest dose often 57.4 µM), without a hit: at the top dose activity, negative = inhibition, actives largely listed as inhibitors; 270,000 tested, 2.1% active; note: nearly all actives have a fitted effect of over 55% in size
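Aggregation was driven by heparin (20 uM final) acting on recombinant tau […] bearing P301L in 100 mM sodium acetate pH 7; fibrils were detected with Thioflavin T.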
L3MBTL1 inh: qHTS Assay for the Inhibitors of L3MBTL1; Lethal(3)malignant brain tumor-like protein 1 (Homo sapiens), Q9Y468; AlphaScreen L3MBTL1–H3K9me1 peptide binding; Potency, µM (series often up to 57.1 µM), for the others: at the highest dose activity, negative = inhibition, usual class: inhibitors; 230,000 tested, 0.66% active; note: nearly all actives have a fitted effect of over 60% in size
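L3MBTL1 (50 nM) pre-complexed 30 min with biotinylated H3(1-15)K9me1 peptide (75 nM), then compounds added for 30 min at room temperature; AlphaScreen streptavidin donor/nickel chelate acceptor beads (10 ug/mL final) read after 30 min dark incubation.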
TexasRed fluor: Total Fluorescence Counterscreen for Inhibitors of the Interaction of Thyroid Hormone Receptor and Steroid Receptor Coregulator 2 | Potency, µM (doses to about 106 µM), for inactives: at the top dose fluorescence change, negative = quenching | AID 1479, 2009 | 280,000 tested, 0.29% active | TRb/SRC2 Texas Red total fluorescence interference; active = well fitted curve in either direction with a large enough effect; inconclusive = small, poorly fitted or top-dose-only effect
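Human TRb ligand-binding domain at 0.6 uM with 20 nM Texas Red SRC2 peptide in Tris buffer containing 1 uM T3 and 5% DMSO, incubated with compound 5 h at ambient temperature. Total fluorescence (555/632 nm) calculated as parallel + 2 × perpendicular.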
Tau FP inhib: qHTS for Inhibitors of Tau Fibril Formation, Fluorescence Polarization; 280,000 tested, 0.39% active; Potency, µM (series often up to 57.7 µM), without a hit: at the top dose activity, negative = inhibition, most hits filed as inhibitors; K18 P301L tau heparin fibrillization, Alexa594 FP, 6 h; AID 1468, 2008; note: nearly all actives have a fitted effect of over 55% in size
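Compound effects on tau fibrillization are measured by Alexa 594 fluorescence polarization (ex 555, em 632 nm). K18 P301L tau is used at 15 uM with 0.24 uM labeled tracer, and 20 uM heparin induces aggregation over 6 hr at 37 C.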
* marks the source's active call; other numbers are inactive results; i = inactive; ? = inconclusive; · = no result given; [ ] = dose if it differs, or a comment. Unless noted, calls come from the whole dose curve; as a rule, active = well fitted curve in the direction sought with a large enough effect; inconclusive = small, poorly fitted or top-dose-only effect, or another doubt; inactive = no such curve, though single readings can be large; an effect the other way counts as inactive or inconclusive. Unless noted, % is set by controls: 0 for no effect and ±100 for the full control effect; potency is the fitted concentration of half-maximal effect.

SMILES	KDM4E inh	RECQ1 inh	RGS12 GoLoco inh	TRb-SRC2 inh	Tau fibril ThT	L3MBTL1 inh	TexasRed fluor	Tau FP inhib
Cc1ccc(SCCC(=O)Nc2ccccc2C(=O)NC2CCCCC2)cc1	6%	5%	-1%	-9%	-8%	-5%	-1%	?
COc1ccccc1-c1cc(NC(=O)COc2ccc(C)c(C)c2)n(-c2ccccc2)n1	·	·	·	-1%	3%	·	-2%	?
Cc1cccc(C(=O)O/N=C(\c2ccccc2)c2cccnc2)c1	4%	-6%	6%	3%	?	0%	-4%	15%
O=C1c2ccccc2C(Nc2ccc3c(c2)OCO3)N1Cc1ccco1 (stereo not given)	-8%	-4%	4%	8%	?	-7%	-6%	5%
Cc1ccc(O)c(C(=O)c2cnc3c(c2)c(-c2ccc(F)cc2)c(C#N)c(=O)n3C)c1	-3%	-4%	6%	4%	0%	-26%	-5%	6%
O=C(c1ccncc1)c1ccc(Br)cc1	4%	-14%	12%	-9%	3%	2%	1%	0%
CCN(C(=O)COc1cccnc1[N+](=O)[O-])C1CCS(=O)(=O)C1 (stereo not given)	-3%	-1%	2%	4%	5%	3%	1%	-2%
Cc1ccc(-c2nc(CSCC(=O)N3CCOCC3)c(C)o2)cc1	?	-7%	9%	-8%	-26%	-4%	-3%	-2%
CN=C1SC(C(=O)O)CC(=O)N1C (stereo not given)	6%	i	7%	-4%	5%	5%	0%	5%
CCOC(=O)N/N=C/C=C/c1ccccc1	-10%	-1%	14%	-3%	-1%	32%[activator]	-11%	-4%
CC(NCc1ccc(S(N)(=O)=O)cc1)C(=O)Nc1cc([N+](=O)[O-])ccc1Cl (stereo not given)	-3%	-4%	4%	-3%	-3%	3%	0%	3%
c1ccc(CCc2nc3ccccc3[nH]2)cc1	4%	-1%	7%	9%	-6%	6%	-4%	-3%
N/C(=N\OC(=O)Cc1ccc(-c2ccccc2)cc1)c1cccnc1	-8%	0%	4%	8%	-7%	9%	2%	1%
Cc1noc(C)c1COc1ccc(C(=O)OCC(=O)NC(=O)C2COc3ccccc3O2)cc1 (stereo not given)	-7%	-5%	7%	-6%	-17%	7%	1%	-14%
CCCCn1nc(C(=O)N[C@@H](CCSC)c2nc3ccccc3[nH]2)c2ccccc2c1=O	-1%	-8%	4%	-10%	-3%	·	-2%	-7%
COc1ccc(S(=O)(=O)N(CC(=O)NCCSc2ccccc2)c2ccc(Cl)cc2)cc1	·	·	·	10%	1%	·	-3%	0%
O=C(/C=C/c1ccccc1)C1=C(O)C(=O)N(CCO)C1c1ccc2c(c1)OCO2 (stereo not given)	-29%	-5%	19%	-3%	-20%	-10%	0%	-9%
N/C(=N\OC(=O)C1CCCCC1)c1ccncc1	6%	-5%	4%	-6%	-5%	7%	0%	-7%
CC1CCN(S(=O)(=O)c2ccc3nc(N4CCN(c5ccccc5F)CC4)ccc3c2)CC1	·	·	·	6%	4%	·	0%	-4%
COc1ccc(C2NC(=O)N(C)C3=C2C(=O)N(c2ccc(Br)cc2)C3)cc1 (stereo not given)	·	·	·	7%	?	·	-1%	8%
Cc1ccc(-c2cc3ccccc3nc2N2CCCC2)cc1	?	1%	0%	-1%	?	78%[activator]	-1%	-12%
Cc1ccn2c(Nc3c(C)cccc3C)c(-c3ccc(Cl)s3)nc2c1	·	·	·	-2%	?	·	-2%	2%
COc1ccc(-c2cc(C(=O)Oc3ccc([N+](=O)[O-])cc3)c3ccccc3n2)cc1	?	4%	3%	-1%	?	-3%	-1%	?
CCc1nnc2c3ccccc3nc(N3CCN(c4cc(C)ccc4C)CC3)n12	·	·	·	-4%	?	·	-6%	-6%
NCCCC[C@H]1CNC(=O)C(=O)N1CC1CCCCC1	-17%	i	-1%	-5%	-4%	·	-3%	10%
CC1(C)CC(=O)C2=C(C1)N(CCN1CCOCC1)C1=C(C(=O)CC(C)(C)C1)C2c1ccc(Cl)cc1	?	i	5%	-3%	1%	13%	0%	-2%
C=CCNC(=O)Nc1ccc(F)cc1F	-16%	-10%	10%	-10%	7%	-5%	-4%	-9%
CC1CCCC(NC(=O)c2n[nH]c(=O)c3ccccc23)C1C (stereo not given)	4%	i	6%	-3%	-4%	-1%	1%	-1%
CCC(CC)c1nnc(NC(=O)CCN2C(=O)c3ccccc3C2=O)s1	-3%	-2%	·	2%	-7%	-3%	0%	-2%
COCCNC(=O)c1nn(-c2ccc(Cl)cc2)nc1CO	·	·	·	2%	-1%	·	0%	6%
CCC(C)NC(=O)C1CCC(CNS(=O)(=O)c2cccc3nsnc23)CC1 (stereo not given)	·	·	·	-2%	-3%	·	-9%	-2%
COc1ccc(C)cc1NC(=O)Cn1cnc2sc(C)c(S(=O)(=O)N3CCOCC3)c2c1=O	2%	i	-5%	-9%	0%	0%	-4%	-1%
O=C(O)CC12CC3CC(C1)CC(n1ncc(NCc4ccccc4)c(Cl)c1=O)(C3)C2	4%	-2%	-5%	3%	3%	3%	-5%	4%
Cc1ccc(NC(=O)CN2CCCN(Cc3cc(C)ccc3C)S2(=O)=O)c(Cl)c1	·	·	·	0%	-11%	·	-1%	5%
COc1ccc(-c2cc(=O)c3ccccc3n2C)cc1	-14%	-4%	2%	0%	1%	4%	-5%	0%
O=C(CNC(=O)c1cccs1)NCC(=O)OCc1ccc(F)cc1	-6%	5%	-22%	3%	-6%	-10%	0%	5%
CCN(C(=O)COC(=O)c1cnc(C)cn1)C1CCCCC1	-1%	-7%	7%	-2%	7%	-7%	0%	7%
COc1ccc(C(=O)OCC(=O)c2ccccc2)cc1S(=O)(=O)N1CCOCC1	6%	-5%	-10%	-5%	-10%	·	1%	-6%
CCOC(=O)c1sc(NC(=O)/C=C/c2ccc(F)cc2)nc1C	1%	i	7%	-5%	0%	3%	0%	-3%
N#Cc1ccccc1Sc1ccccc1C(=O)Nc1ccccc1	-3%	3%	-2%	6%	0%	0%	2%	-14%
CN(C)CC(C)(C)CNC(=O)c1cc(=O)c2ccccc2o1	-4%	-6%	12%	-8%	-12%	·	-7%	2%
CC1=C(C(=O)OCC(C)C)C(c2ccsc2)C2=C(CCCC2=O)N1 (stereo not given)	?	-20%	1%	6%	2%	13%	-1%	0%
COC(=O)[C@H](CCSC)NC(=O)Nc1ccc(C)cc1	0%	-7%	·	2%	-7%	-3%	0%	9%
COc1ccccc1N1CCN(CCCCNC(=O)c2ccc3ccccc3c2)CC1	-1%	-2%[25.9 µM]	8%	0%	-20%	-9%	-13%	9%
CCN(CC)S(=O)(=O)c1cc(C(=O)Nc2ccccn2)ccc1C	4%	-6%	-2%	1%	2%	·	-4%	0%
Cc1ccc2cccc(N)c2n1	1%	i	3%	-4%	-9%	-2%	-1%	6%
CN1CCN(Cc2c(O)ccc3cc(-c4ccc(Cl)cc4)c(=O)oc23)CC1	·	·	·	-4%	5%	·	0%	1%
CCCN1CCC(NC(=O)CCc2nnc(Cc3cc(OC)ccc3OC)o2)CC1	6%	12%	10%	0%	-2%	5%	-3%	-10%
CCOC(=O)c1ccc(NC(=O)c2cnc(N3CCCC3)nc2C)cc1	·	·	·	-2%	?	·	-1%	-6%
O=C(Cc1ccc(S(=O)(=O)N2CCOCC2)s1)Nc1ccccc1Br	6%	-28%	7%	-1%	-10%	-9%	-1%	3%
COc1ccc(/C=N/Nc2cc(C)nc(N3CCOCC3)n2)cc1OC	-3%	-1%	-3%	5%	?	-2%	-5%	9%
COc1ccccc1C(=O)Oc1cc(N)n(S(=O)(=O)c2ccc(C)cc2)n1	-5%	i	-3%	-13%	?	-6%	-3%	-14%
CCOc1cc(/C=C/C(=O)NCCc2ccc(S(N)(=O)=O)cc2)ccc1OCC(C)C	?	2%	4%	7%	-8%	·	0%	0%
CCOC(=O)C1=C(O)/C(=C/c2cc(OC)c(O)c(OC)c2)SC1=Nc1ccc(OC)cc1	1%	14µM*	117%[activator]	0%	?	-6%	-5%	11%
CCOc1c(Br)cc(C2C=C(C(=O)O)Nc3ncnn32)cc1OC (stereo not given)	·	·	·	-9%	-18%	·	-1%	3%
CC(C)(C)c1cc2nc(N)nc(N)n2n1	8%	0%	1%	5%	-5%	7%	2%	-2%
c1ccc2sc(SN3CCOCC3)nc2c1	13µM*	i	-22%	-7%	-18%	6%	-4%	-17%
O=C(Nc1cc(Cl)cc(Cl)c1)C(NCCO)c1ccccc1 (stereo not given)	?	-2%	-7%	-5%	-4%	-5%	1%	4%

Sorted by molar mass (falling): some entries from above
SMILES	KDM4E inh	RECQ1 inh	RGS12 GoLoco inh	TRb-SRC2 inh	Tau fibril ThT	L3MBTL1 inh	TexasRed fluor	Tau FP inhib
CCOC(=O)C1=C(O)/C(=C/c2cc(OC)c(O)c(OC)c2)SC1=Nc1ccc(OC)cc1	1%	14µM*	117%[activator]	0%	?	-6%	-5%	11%
CCOc1cc(/C=C/C(=O)NCCc2ccc(S(N)(=O)=O)cc2)ccc1OCC(C)C	?	2%	4%	7%	-8%	·	0%	0%
CCc1nnc2c3ccccc3nc(N3CCN(c4cc(C)ccc4C)CC3)n12	·	·	·	-4%	?	·	-6%	-6%
CN=C1SC(C(=O)O)CC(=O)N1C (stereo not given)	6%	i	7%	-4%	5%	5%	0%	5%
Cc1ccc2cccc(N)c2n1	1%	i	3%	-4%	-9%	-2%	-1%	6%

These rows are one share of the data; the hit share may differ from the screen's.
